High-throughput results deposited in PubChem BioAssay by several laboratories.
NR5A2 inv ag = LRH-1 (NR5A2) inverse agonists, primary screen, cell-based, luminescence, HEK293T, StAR-luciferase reporter; 360,000 compounds, 0.13% hits; inhibition, % at 3.6 µM; LRH-1 transfected, 24 h; Nuclear receptor subfamily 5 group A member 2 (Homo sapiens), O00482;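 active means inhibition above the mean inhibition of all tested compounds plus 3 SD, cut at about 73% in these data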;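 further: 0% = DMSO wells and 100% = reporter-only cells lacking LRH-1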
Target sequence (O00482 whole entry, looked up): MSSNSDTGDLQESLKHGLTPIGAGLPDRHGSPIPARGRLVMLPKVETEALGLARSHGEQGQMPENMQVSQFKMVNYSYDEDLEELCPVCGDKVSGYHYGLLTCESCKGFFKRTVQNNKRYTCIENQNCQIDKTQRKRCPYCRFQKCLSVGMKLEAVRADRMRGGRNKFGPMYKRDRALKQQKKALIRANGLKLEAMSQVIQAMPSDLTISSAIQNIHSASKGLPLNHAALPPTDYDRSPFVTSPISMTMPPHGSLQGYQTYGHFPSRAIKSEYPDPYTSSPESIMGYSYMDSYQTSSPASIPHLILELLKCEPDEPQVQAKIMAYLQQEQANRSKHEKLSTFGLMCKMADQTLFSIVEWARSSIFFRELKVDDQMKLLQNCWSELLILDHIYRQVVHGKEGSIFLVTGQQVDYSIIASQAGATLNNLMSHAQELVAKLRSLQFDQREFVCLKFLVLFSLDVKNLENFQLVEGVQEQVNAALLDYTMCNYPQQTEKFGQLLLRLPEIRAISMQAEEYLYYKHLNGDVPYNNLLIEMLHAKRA
SRC3 inh = SRC3 coactivator transcriptional activity inhibitors, primary screen, cell-based, luminescence. Nuclear receptor coactivator 3 (Homo sapiens), Q9Y6Q9. HEK293 GAL4-SRC3 luciferase reporter. inhibition, % at 3.6 µM. 360,000 compounds, 0.17% hits;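 active means inhibition above a per-campaign cutoff, the mean of all compounds plus 3 SD, cut at about 60% in these data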;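 further: 0% = DMSO-treated cells and 100% = gossypol-treated cells at 36 µM; higher means less SRC3-driven luciferase light from the GAL4 reporter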
Shn3 inh set2 = reduction of Shn3 3'UTR firefly luciferase signal, primary screen, Schnurri-3 inhibitor project, cell-based, Clone20 osteoblasts, set 2. inhibition, % at 12.5 µM. AID 588674, 2011. Clone20 osteoblast Shn3 3'UTR firefly luciferase, 24 h. 360,000 compounds, 0.52% hits;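 active means mean inhibition of at least 75% with every replicate also reaching 75%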;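 further: 0% = median of neutral control wells and 100% = pilot-screen positive control compound; some compounds past the cut are filed as inactive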
COUP-TFII inh = NR2F2 transcriptional activity inhibitors, primary screen, cell-based, luciferase reporter, HEK293T, luminescence | COUP transcription factor 2 (Homo sapiens), P24468 | HEK293T NGFI-A luciferase reporter | AID 686940, 2013 | 370,000 compounds, 0.7% hits | inhibition, % at 8.6 µM;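 active means inhibition above a per-plate cutoff, mean inhibition of test wells between control levels plus 3 SD, cut at about 38% in these data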;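 further: cells cotransfected with COUP-TFII expression vector driving the NGFI-A reporter; 0% = median of COUP-TF2 test wells and 100% = reporter-only cells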
Target sequence (P24468 whole entry, looked up): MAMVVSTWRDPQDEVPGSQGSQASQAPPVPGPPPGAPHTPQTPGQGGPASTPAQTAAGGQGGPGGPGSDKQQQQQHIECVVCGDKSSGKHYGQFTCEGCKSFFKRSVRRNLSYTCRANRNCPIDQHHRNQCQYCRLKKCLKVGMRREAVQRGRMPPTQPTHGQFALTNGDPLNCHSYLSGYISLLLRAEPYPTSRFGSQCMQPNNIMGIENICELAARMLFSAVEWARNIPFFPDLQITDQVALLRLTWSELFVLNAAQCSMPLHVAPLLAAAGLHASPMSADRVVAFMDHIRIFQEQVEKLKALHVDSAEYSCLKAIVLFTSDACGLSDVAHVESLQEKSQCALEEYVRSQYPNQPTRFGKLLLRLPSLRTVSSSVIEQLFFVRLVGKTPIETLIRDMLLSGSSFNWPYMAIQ
CF NFkB inh = inhibitors of PAF-induced NF-kB signaling, primary screen, cell-based, GFP fluorescence, uHTS; KKLEB NF-kB-GFP reporter, GFP fluorescence overnight; 360,000 compounds, 0.86% hits; inhibition, % at 5 µM;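 active means at least 50% inhibition at 5 µM, scaled per plate between neutral and stimulator controls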;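 further: PAF is a Pseudomonas aeruginosa culture filtrate used as stimulus; plate controls were PAF-stimulated DMSO wells for no effect and unstimulated DMSO wells for full effect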
TWEAK-Fn14 inh = inhibitors of TWEAK-Fn14 signaling, primary screen, luciferase reporter cells, uHTS. TWEAK-stimulated Fn14 reporter cells, luciferase luminescence, 8 h. inhibition, % at 10 µM. 360,000 compounds, 2% hits; in the data active means inhibition above about 50%
KKLEB tox = cytotoxicity in KKLEB CF airway cells, primary screen, cytotoxicity control for CF NF-kB inhibitor project, cell-based, uHTS, fluorescence assay plates. KKLEB CF airway cells viability, ATPlite luminescence, overnight; active compounds read low; cells stimulated with P. aeruginosa culture filtrate. activity change (cytotoxicity), % at 5 µM. 360,000 compounds, 0.36% hits. AID 602141, 2011;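 active means corrected activity change at or below -50% at 5 µM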
LMP1 NFkB inh = EBV LMP1-driven NF-kappaB luciferase reporter inhibitors, primary screen, cell-based, luminescence, single point | 350,000 compounds, 0.69% hits | LMP1-induced NF-kappaB luciferase reporter cells | inhibition, % at 12.5 µM; in the data active means inhibition above about 41%;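 further: 0% = neutral control wells and 100% = reference inhibitor control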
SRC1 inh = SRC1 coactivator transcriptional activity inhibitors, primary screen, cell-based, luminescence; AID 588354, 2011; HEK293 GAL4-SRC1 luciferase reporter; Nuclear receptor coactivator 1 (Homo sapiens), Q15788; inhibition, % at 3.6 µM; 360,000 compounds, 0.12% hits;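 active means inhibition above the campaign mean plus 3 SD, with each screening campaign given its own cutoff, cut at about 60% in these data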;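 further: 0% = DMSO treated cells and 100% = gossypol at 36 µM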
TRAIL sens C8 = viability loss with TRAIL in NB7+C8 cells, primary screen, TRAIL sensitizer project, cell-based, ATPlite luminescence; AID 624354, 2012; 360,000 compounds, 1% hits; inhibition (viability loss, TRAIL sensitization), % at 10 µM;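 active means compounds causing at least 50% loss of cell viability in the single-dose screen, relative to plate controls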
TROY signal inh = inhibitors of TROY-driven NF-kB signaling, primary screen, Q293 LMP1-TROYcd cells, NF-kB luciferase, uHTS. Q293 LMP1-TROYcd NF-kB luciferase reporter, 4 h. inhibition, % at 10 µM. 360,000 compounds, 0.98% hits;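 active means compounds whose plate-normalised and pattern-corrected inhibition of the luciferase reporter signal at the single screening dose is 50% or more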
* hit, by the source's call.

O=C1NN(c2ccccc2)C(=O)C2C3C=CC(C4CC34)C12 (stereo not given) was read as NR5A2 inv ag -5, SRC3 inh 13, Shn3 inh set2 -12, COUP-TFII inh 6, CF NFkB inh -9, TWEAK-Fn14 inh -3, KKLEB tox -4, LMP1 NFkB inh 4, SRC1 inh 4, TRAIL sens C8 -4 and TROY signal inh -4.
For CCCOc1ccc(C(=O)N2CCN(c3ccc(N)cc3Cl)CC2)cc1 the results were NR5A2 inv ag -15, SRC3 inh -11, Shn3 inh set2 6, COUP-TFII inh 16, CF NFkB inh 8, TWEAK-Fn14 inh 12, KKLEB tox -1, LMP1 NFkB inh -3, SRC1 inh -10, TRAIL sens C8 -5 and TROY signal inh 7.
For O=C(NCCS(=O)(=O)NCc1ccccc1Cl)c1ccccc1 the results were NR5A2 inv ag 7, SRC3 inh 9, Shn3 inh set2 5, COUP-TFII inh 1, CF NFkB inh 18, TWEAK-Fn14 inh 6, KKLEB tox -1, LMP1 NFkB inh 6, SRC1 inh -29, TRAIL sens C8 -7 and TROY signal inh 16.
For CCn1nc(C(=O)NNS(=O)(=O)c2cc(/C=C/C(=O)O)cc(OC)c2OC)c2ccccc2c1=O the results were NR5A2 inv ag 11, SRC3 inh -3, Shn3 inh set2 -8, COUP-TFII inh 7, CF NFkB inh -1, TWEAK-Fn14 inh 21, KKLEB tox -13, LMP1 NFkB inh 6, SRC1 inh 7, TRAIL sens C8 7 and TROY signal inh -12.
`O=P(c1ccc2c(c1)OCCO2)(N1CCOCC1)N1CCOCC1` gave NR5A2 inv ag 5, SRC3 inh -12, Shn3 inh set2 3, COUP-TFII inh -16, CF NFkB inh 2, TWEAK-Fn14 inh -20, KKLEB tox -6, LMP1 NFkB inh -2, SRC1 inh 1, TRAIL sens C8 -7 and TROY signal inh 14.
Screening O=C1Nc2c(c(=O)[nH]c(=O)n2Cc2ccccc2)C1(NS(=O)(=O)c1ccccc1)C(F)(F)F (stereo not given) returned NR5A2 inv ag -12, SRC3 inh 8, Shn3 inh set2 -6, COUP-TFII inh 6, CF NFkB inh 7, TWEAK-Fn14 inh -5, KKLEB tox -1, LMP1 NFkB inh -1, SRC1 inh 9, TRAIL sens C8 1 and TROY signal inh 25.
For Brc1ccccc1OCCCn1cnc2ccccc21 the results were NR5A2 inv ag -158, SRC3 inh -59, Shn3 inh set2 -63, COUP-TFII inh -34, CF NFkB inh 1, TWEAK-Fn14 inh -13, KKLEB tox 4, LMP1 NFkB inh -7, SRC1 inh -99, TRAIL sens C8 7 and TROY signal inh -85.
`O=C(CCCOc1ccccc1)NNC(=O)c1ccncc1` gave NR5A2 inv ag 13, SRC3 inh 6, Shn3 inh set2 -2, COUP-TFII inh -12, CF NFkB inh 4, TWEAK-Fn14 inh -4, KKLEB tox 0, LMP1 NFkB inh 4, SRC1 inh 6, TRAIL sens C8 -16 and TROY signal inh -3.
Screening Clc1ccc(CNCC2CCCO2)cc1 (stereo not given) returned NR5A2 inv ag 5, SRC3 inh 7, Shn3 inh set2 -4, COUP-TFII inh 18, CF NFkB inh -15, TWEAK-Fn14 inh -4, KKLEB tox 0, LMP1 NFkB inh -4, SRC1 inh -2, TRAIL sens C8 -4 and TROY signal inh 6.
Screening CC(=O)Nc1ccc2cc3ccc(NC(C)=O)cc3nc2c1 returned NR5A2 inv ag -25, SRC3 inh -11, Shn3 inh set2 -20, COUP-TFII inh -36, CF NFkB inh -126, TWEAK-Fn14 inh -42, KKLEB tox 9, LMP1 NFkB inh -8, SRC1 inh -21, TRAIL sens C8 16 and TROY signal inh -83.
`N#Cc1ccc(NC2c3ccccc3CC2O)cc1` (stereo not given) gave NR5A2 inv ag 3, SRC3 inh 6, Shn3 inh set2 8, COUP-TFII inh 3, CF NFkB inh -23, TWEAK-Fn14 inh -5, KKLEB tox 6, LMP1 NFkB inh 10, SRC1 inh -6, TRAIL sens C8 -8 and TROY signal inh 7.
O=C(Cc1cccc(NC(=O)C2CCN(C(=O)CCc3ccccc3)CC2)c1)Nc1cccc(C(=O)N2CCCC2)c1 was read as NR5A2 inv ag -31, SRC3 inh -1, Shn3 inh set2 15, COUP-TFII inh -3, CF NFkB inh 5, TWEAK-Fn14 inh -15, KKLEB tox 4, LMP1 NFkB inh -1, SRC1 inh -5, TRAIL sens C8 -1 and TROY signal inh 13.
`COCCNC(=O)CSC1=N/C(=C/c2ccc(Cl)c(Cl)c2)C(=O)N1c1ccccc1F` gave NR5A2 inv ag -3, SRC3 inh 24, Shn3 inh set2 -7, COUP-TFII inh -2, CF NFkB inh 38, TWEAK-Fn14 inh 57*, KKLEB tox -18, LMP1 NFkB inh -3, SRC1 inh 4, TRAIL sens C8 -3 and TROY signal inh 23.
Screening Cn1nccc1C(=O)Nc1ccccc1C(=O)O returned NR5A2 inv ag -2, SRC3 inh -9, Shn3 inh set2 2, COUP-TFII inh 5, CF NFkB inh 11, TWEAK-Fn14 inh -5, KKLEB tox 10, LMP1 NFkB inh -3, SRC1 inh -10, TRAIL sens C8 -16 and TROY signal inh -9.
CC1=NOC(=O)/C1=C/c1ccc2c(c1)OCO2 was read as NR5A2 inv ag 13, SRC3 inh -3, Shn3 inh set2 5, COUP-TFII inh 7, CF NFkB inh -4, TWEAK-Fn14 inh 10, KKLEB tox -1, LMP1 NFkB inh 0, SRC1 inh 8, TRAIL sens C8 4 and TROY signal inh -23.
For Cc1ccccc1-n1c(O)cc(=O)[nH]c1=S the results were NR5A2 inv ag 1, SRC3 inh 8, Shn3 inh set2 2, COUP-TFII inh -2, CF NFkB inh -2, TWEAK-Fn14 inh 4, KKLEB tox -6, LMP1 NFkB inh -5, SRC1 inh -15, TRAIL sens C8 0 and TROY signal inh -10.
CC(=O)COc1ccc2c(-c3ccccc3)cc(=O)oc2c1 was read as NR5A2 inv ag 15, SRC3 inh 4, Shn3 inh set2 -21, COUP-TFII inh -13, CF NFkB inh -18, TWEAK-Fn14 inh -40, KKLEB tox 5, LMP1 NFkB inh -6, SRC1 inh -12, TRAIL sens C8 -4 and TROY signal inh -25.
For CS(=O)(=O)N(CC(=O)N1CCN(Cc2ccccc2)CC1)c1cccc([N+](=O)[O-])c1 the results were NR5A2 inv ag 2, SRC3 inh -43, Shn3 inh set2 -8, COUP-TFII inh 2, CF NFkB inh 15, TWEAK-Fn14 inh 16, KKLEB tox -12, LMP1 NFkB inh 0, SRC1 inh -8, TRAIL sens C8 5 and TROY signal inh -4.
Screening CS(C)(=O)=NS(=O)(=O)c1ccc(Cl)cc1 returned NR5A2 inv ag -3, SRC3 inh 7, Shn3 inh set2 14, COUP-TFII inh 4, CF NFkB inh 9, TWEAK-Fn14 inh 7, KKLEB tox -2, LMP1 NFkB inh 0, SRC1 inh 2, TRAIL sens C8 -8 and TROY signal inh -16.
Screening CC(Nc1ccccc1)c1ccncc1 (stereo not given) returned NR5A2 inv ag -4, SRC3 inh 17, Shn3 inh set2 -19, COUP-TFII inh 1, CF NFkB inh 2, TWEAK-Fn14 inh -5, KKLEB tox -6, LMP1 NFkB inh -10, SRC1 inh 19, TRAIL sens C8 -17 and TROY signal inh 9.
COc1cc(Cl)ccc1OCc1cc(C(=O)NC(C)Cc2cnccn2)no1 (stereo not given) was read as NR5A2 inv ag -51, SRC3 inh -76, Shn3 inh set2 -122, COUP-TFII inh -39, CF NFkB inh 1, TWEAK-Fn14 inh -9, KKLEB tox 14, LMP1 NFkB inh -28, SRC1 inh -110, TRAIL sens C8 9 and TROY signal inh -37.
`O=S(=O)(Nc1ncccn1)c1ccc(Nc2ncnc3ccccc23)cc1` gave NR5A2 inv ag -27, SRC3 inh 19, Shn3 inh set2 3, COUP-TFII inh -5, CF NFkB inh -13, TWEAK-Fn14 inh -7, KKLEB tox 15, LMP1 NFkB inh 0, SRC1 inh -34, TRAIL sens C8 -10 and TROY signal inh -7.
For COc1cc(C2C(C#N)=C(N)Oc3n[nH]c(-c4cccnc4)c32)ccc1OCC(N)=O (stereo not given) the results were NR5A2 inv ag 14, SRC3 inh 11, Shn3 inh set2 -5, COUP-TFII inh 7, CF NFkB inh -1, TWEAK-Fn14 inh 11, KKLEB tox -3, LMP1 NFkB inh -4, SRC1 inh -34, TRAIL sens C8 8 and TROY signal inh 8.
Screening CC(=O)Nc1ccc(CNc2nc(NCCN(C)C)nc3cc(-c4ccccc4)sc23)cc1 returned NR5A2 inv ag -22, SRC3 inh -50, Shn3 inh set2 -6, COUP-TFII inh -12, CF NFkB inh 12, TWEAK-Fn14 inh -58, KKLEB tox -14, SRC1 inh -11, TRAIL sens C8 42 and TROY signal inh -45.
For O=C(CSc1nccc(=O)[nH]1)NC1CCCc2ccccc21 (stereo not given) the results were NR5A2 inv ag 0, SRC3 inh 6, Shn3 inh set2 13, COUP-TFII inh 10, CF NFkB inh 12, TWEAK-Fn14 inh -3, KKLEB tox -4, LMP1 NFkB inh -2, SRC1 inh -32, TRAIL sens C8 -12 and TROY signal inh -12.
For CCOC(=O)C1=C(C)N=c2s/c(=C\c3ccc(OC(C)=O)c(OCC)c3)c(=O)n2C1/C=C/c1ccccc1 (stereo not given) the results were NR5A2 inv ag 3, SRC3 inh 6, Shn3 inh set2 7, COUP-TFII inh -3, CF NFkB inh -5, TWEAK-Fn14 inh 0, KKLEB tox -2, LMP1 NFkB inh 6, SRC1 inh -2, TRAIL sens C8 -1 and TROY signal inh -12.
For Cc1noc(C)c1S(=O)(=O)N1CCC(C(=O)NCCc2ccc(S(N)(=O)=O)cc2)CC1 the results were NR5A2 inv ag -5, SRC3 inh -12, Shn3 inh set2 -13, COUP-TFII inh -11, CF NFkB inh -6, TWEAK-Fn14 inh 3, KKLEB tox 3, LMP1 NFkB inh 0, SRC1 inh -4, TRAIL sens C8 1 and TROY signal inh -7.
`Cc1[nH]c2ccccc2c1N=Nc1cc(C(=O)O)cc(C(=O)O)c1` gave NR5A2 inv ag 1, SRC3 inh -1, Shn3 inh set2 -12, COUP-TFII inh 4, CF NFkB inh 0, TWEAK-Fn14 inh 39, KKLEB tox 3, LMP1 NFkB inh 5, SRC1 inh -8, TRAIL sens C8 0 and TROY signal inh 5.
COc1cccc(C(=O)OCC(=O)c2c[nH]c3ccccc23)c1OC was read as NR5A2 inv ag 6, SRC3 inh 1, Shn3 inh set2 -57, COUP-TFII inh -20, CF NFkB inh 18, TWEAK-Fn14 inh -14, KKLEB tox 15, LMP1 NFkB inh -19, SRC1 inh -49, TRAIL sens C8 -20 and TROY signal inh -49.

Some of the compounds tested (hit frequency here may not be typical).
